# human PMI inhibition: inhibitors of human PMI, primary screen, biochemical, fluorescence intensity, coupled assay (AID 1209). hit rate 0.42% among 190,000. purified PMI enzyme, coupled fluorescence intensity; higher % means a stronger effect. Mannose-6-phosphate isomerase (Homo sapiens). inhibition, % at 20 µM, or IC50 in µM where a hit was titrated;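 note: plate controls were DMSO vehicle for no effect and wells lacking substrate for full effect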
# ER stress rescue: rescue of cells from ER stress-induced death, primary screen, 384-well, CSM14.1, thapsigargin, ATP luminescence (AID 1222) | cellular ATP content (survival), % at 20 µM; hits with a dose series show EC50 in µM | CSM14.1 thapsigargin-induced death rescue, ATP luminescence; higher % means a stronger effect | 190,000 tested, under 10 active;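 active = EC50 below 50 µM in the dose-response confirmation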;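 note: death triggered by thapsigargin at about 15 µM added after 2 h compound pretreatment; cell ATP read after overnight thapsigargin exposure of roughly 18 to 22 hours; normalized against plate controls of thapsigargin alone and 5% DMSO vehicle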
# TNAP activators: human TNAP enzyme activators, primary screen, biochemical, luminescent, no phosphate acceptor, uHTS (AID 1001). purified TNAP, luminescent activation assay, no phosphate acceptor; higher activation fold means a stronger effect. one-dose activation fold at 20 µM; EC50 in µM for titrated hits. hit rate 0.03% among 200,000; in the data active = activation fold from about 3, or a potency from the dose series; inactive = the rest, 99 in 100 with activation fold below about 1.6; note: many of its hits are not listed in these tables
# PhoP inhibition: inhibitors of PhoP regulon expression, primary screen, Salmonella Typhimurium, GFP reporter (AID 1863); hit rate 0.16% among 300,000; S. Typhimurium PhoP-regulated promoter GFP reporter, 4 h; higher % means a stronger effect; inhibition, % at 50 µM, or IC50 in µM where a hit was titrated;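 active = inhibition over 29.93%, a cutoff 3 SD above the screen mean, later confirmed by dose response; inconclusive = inhibition over 29.93% but no dose response follow-up; inactive = inhibition at most 29.93% or unconfirmed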;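 note: 0% = low Mg2+ inducing control and 100% = high Mg2+ repressing control; strong numbers were not always called active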
# RSV antiviral HEp-2: RSV antiviral activity via CPE protection, HEp-2 cells, primary 10 µM value included (AID 2391); hit rate 0.13% among 310,000; HEp-2 cells, RSV-induced CPE inhibition; higher % means a stronger effect; CPE inhibition, % at 10 µM, or IC50 in µM where a hit was titrated; in the data active = a potency from the dose series; inconclusive = CPE inhibition mostly from about 23% at the one dose, without a potency; inactive = the rest, 99 in 100 with CPE inhibition below about 21%; note: strong numbers were not always called active
# PMI inhibition: human PMI inhibitors, high substrate, primary screen, biochemical, fluorescence intensity, high mannose 6-phosphate (AID 1220); Mannose-6-phosphate isomerase (Homo sapiens); recombinant PMI enzyme, coupled fluorescence intensity; higher % means a stronger effect; inhibition, % at 20 µM; hits with a dose series show IC50 in µM; hit rate 0.66% among 190,000
# West Nile virus CPE: West Nile virus antiviral activity, cell-based, CPE readout (AID 1621). one-dose CPE inhibition, % at 10 µM; IC50 in µM for titrated hits. West Nile virus-infected cells, CPE inhibition; higher % means a stronger effect. hit rate 0.02% among 290,000; in the data active = a potency from the dose series; inconclusive = CPE inhibition mostly from about 3.7% at the one dose, without a potency; inactive = the rest, 99 in 100 with CPE inhibition below about 2.2%; note: strong numbers were not always called active
# Large T inhibition: SV40 large T antigen inhibitors, biochemical (AID 1903); hit rate 0.39% among 310,000; SV40 large T antigen ATPase/helicase inhibition assay; higher % means a stronger effect; inhibition, % at 20 µM; hits with a dose series show IC50 in µM; in the data active = a potency from the dose series; inconclusive = inhibition mostly from about 32% at the one dose, without a potency; inactive = the rest, 99 in 100 with inhibition below about 32%; note: strong numbers were not always called active
# Insulin prom up: insulin promoter activators in MIN6 cells, imaging, high-content screening, mouse beta cells. hit rate 0.3% among 190,000. z-score at 5 µM. AID 1625, 2009. MIN6 insulin promoter-GFP reporter; active compounds read high;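 active = z-score above 3 at 5 µM with at least 500 cells counted in the well; inconclusive = wells under 500 cells, flagged as cytotoxic or low count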
# Insulin prom up cell count: recorded beside Insulin prom up, whose call it bears; cell count; measured here: cytotoxicity, nuclei count;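 total cells summed across four imaged fields per well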
# Active calls of the source: *; ? = inconclusive; nt = not tested or not shown. Cut-off read from the data, not from the text of the source, unless noted: active = inhibition above about 50%; inactive = the rest.
SMILES,human PMI inhibition,ER stress rescue,TNAP activators,PhoP inhibition,RSV antiviral HEp-2,PMI inhibition,West Nile virus CPE,Large T inhibition,Insulin prom up,Insulin prom up cell count
Cc1ccc(C2c3c(-c4ccccc4O)n[nH]c3C(=O)N2Cc2ccncc2)cc1 (centres undefined),14%,nt,1.4,-2%,-0.7%,15%,1.8%,6%,-0.22,1161
Cc1ccc(C(=O)NC(NC(=O)c2ccc(C)cc2)c2cccc([N+](=O)[O-])c2)cc1,11%,1.2%,1.1,-1%,0.7%,-3%,-0.4%,-4%,0.08,1322
CCOc1ccc(C2/C(=C(/O)c3ccc4c(c3)CC(C)O4)C(=O)C(=O)N2CCCn2ccnc2)cc1OCC (centres undefined),nt,nt,nt,4%,0.8%,nt,0.2%,2%,nt,nt
CCOC(=O)N1CCN(C(=O)c2c(N)no[n+]2[O-])CC1,-4%,-0.3%,1.2,-3%,4.1%,-4%,nt,8%,0.5,1041
Cc1nnc(SCC(=O)Nc2cccc([N+](=O)[O-])c2)n1CC1CCCO1 (centres undefined),nt,nt,nt,-4%,2.9%,nt,0.2%,12%,nt,nt
CC(C)n1cc(C(=O)c2cc(Br)ccc2O)cc(C#N)c1=O,4%,-0.8%,1.2,2%,9.7%,-1%,?,5%,nt,nt
CC1CC(=O)Nc2ccccc2N1S(=O)(=O)c1ccc(F)cc1F (centres undefined),nt,nt,nt,-6%,nt,nt,0.3%,-9%,-0.86,1063
CN(C)c1nc(OCCOC(=O)c2ccccc2)nc(N(C)C)n1,-1%,0.5%,1,9%,0.5%,10%,0.6%,1%,0.81,1545
COC(=O)c1ccc(N=NN2CCOCC2)cc1,8%,-2.2%,1.1,4%,-0.1%,-3%,0.1%,16%,0.33,1526
CCN(CCCNC(=O)C1CCC(=O)N1Cc1ccc(C)cc1)c1cccc(C)c1 (centres undefined),7%,3.7%,1.1,7%,-2.8%,2%,-0.7%,23%,-0.78,1564
O=C(NC1CC2CCC(C1)N2Cc1ccccc1)c1ccccc1Br (centres undefined),nt,nt,nt,8%,-0.6%,nt,-0.5%,4%,nt,nt
CCOc1ccc(S(=O)(=O)N(CC)CC(=O)NCc2ccncc2)cc1C,nt,nt,nt,8%,12%,nt,-1.5%,5%,nt,nt
O=C(O)CN1C(=O)/C(=C/c2ccc(N3CCCCC3)o2)SC1=S,nt,nt,nt,-17%,0.5%,nt,0.4%,32µM*,nt,nt
CCOc1ccc(CNC(=O)c2cc3oc4ccccc4c3n2C)cc1,-5%,-0.9%,1,2%,4.8µM*,-12%,0.0%,2%,0.36,867
CCCCCCC(=O)N(O)C1CC(=O)N(c2ccc(Br)cc2)C1=O (centres undefined),2%,-1.7%,1.1,4%,1.1%,-6%,-0.1%,-5%,-0.19,1323
COc1ccccc1C1CCN(C(=O)C2CCCCC2)CC1,nt,nt,nt,4%,2.7%,nt,0.6%,8%,nt,nt
COCCCNC(=O)CCn1c(=O)c2ccccc2n(CC(=O)Nc2ccccc2C)c1=O,1%,-0.7%,1.1,-5%,1.7%,-4%,0.1%,5%,-1.1,1225
C=CCc1ccccc1OCCNCc1ccccc1,-14%,-1.6%,1.1,0%,-2.7%,1%,-1.5%,3%,nt,nt
Cc1nc2c(-c3ccccc3)c(C)[nH]n2c(=O)c1Cc1ccccc1,2%,0.2%,1.1,-5%,5.2%,-7%,-1.4%,0%,-0.25,1229
Cc1ccc(NC2CC(=O)N(Cc3ccccc3)C2=O)cc1 (centres undefined),20%,-3.3%,1,6%,3.3%,10%,0.3%,12%,0.23,818

# Next section, overlapping the part above by two compounds.
SMILES,human PMI inhibition,ER stress rescue,TNAP activators,PhoP inhibition,RSV antiviral HEp-2,PMI inhibition,West Nile virus CPE,Large T inhibition,Insulin prom up,Insulin prom up cell count
Cc1nc2c(-c3ccccc3)c(C)[nH]n2c(=O)c1Cc1ccccc1,2%,0.2%,1.1,-5%,5.2%,-7%,-1.4%,0%,-0.25,1229
Cc1ccc(NC2CC(=O)N(Cc3ccccc3)C2=O)cc1 (centres undefined),20%,-3.3%,1,6%,3.3%,10%,0.3%,12%,0.23,818
Cc1[nH]c2ccccc2c1Cc1nnc(SCC(=O)NCc2ccco2)o1,6%,-1.2%,1.1,7%,2.2%,5%,0.6%,19%,-0.1,1894
CN(Cc1nccn1C)C(=O)C1CCC(=O)N(Cc2cccc(C(F)(F)F)c2)C1 (centres undefined),nt,nt,nt,-4%,2.2%,nt,0.0%,16%,nt,nt
O=C(O)c1cc(N/N=C/c2ccc3c(c2)OCO3)ccc1Cl,-45%,-1.1%,1.1,-5%,-0.4%,-16%,0.4%,12%,-0.32,1189
CCOc1ccc2nc(NC(=O)CS(=O)(=O)c3ccccc3)sc2c1,24%,nt,1.1,-7%,1.8%,16%,0.0%,4%,-0.18,1272
O=C(Cc1ccc(Cl)cc1)Nc1ccc(Cl)cn1,nt,nt,nt,5%,3.4%,nt,-1.1%,7%,nt,nt
O=C(CN1CCN(c2ccccn2)CC1)Nc1ccc(F)c(F)c1,nt,nt,nt,-5%,0.3%,nt,0.1%,8%,nt,nt
COc1ccc2cc(C(=O)NCc3ccccc3)c(=O)oc2c1,nt,nt,nt,-1%,-0.1%,nt,-0.9%,-1%,nt,nt
Cc1ccc(CNC(=O)COc2ccc3c(c2)CCC3)cc1,4%,-3.4%,1.1,-4%,2.7%,3%,-0.1%,11%,-0.54,1085
C#CCOc1c(/C=C\c2nc(O)c([N+](=O)[O-])c(=O)[nH]2)cc(Br)cc1OC,nt,nt,nt,-2%,1.4%,nt,-0.4%,18%,nt,nt
O=C(Nc1nccs1)C1CCN(S(=O)(=O)c2ccccc2)CC1,nt,nt,nt,-2%,2.1%,nt,-0.3%,2%,nt,nt
O=C(CSc1ccc2nnc(-c3cccnc3)n2n1)Nc1ccc(F)cc1,nt,nt,nt,10%,0.2%,nt,-0.4%,17%,nt,nt
Clc1ccc(CSc2nnc(-c3sccc3-n3cccc3)o2)cc1,-2%,13%,1,3%,15%,2%,0.3%,3%,nt,nt
COc1ccc(/C=N/NC(=O)Cn2nc(C)c([N+](=O)[O-])c2C)cc1,-6%,-2.6%,1.2,-3%,1.1%,-6%,0.8%,16%,-0.25,1458
COc1ccc(C(=O)NC(=S)NNC(=O)c2ccco2)cc1,nt,nt,nt,19%,-1.7%,nt,-0.5%,-5%,nt,nt
Cc1ccc(Nc2nc(CSc3nnc(-c4cccnc4)n3-c3ccccc3F)cs2)cc1,2%,-0.6%,1,33%,19%,11%,-0.8%,5%,0.87,1483
COc1cccc(/C=N/NC(=O)c2cc(-c3cccn3C)n[nH]2)c1,9%,-0.8%,0.1,-3%,-2.1%,6%,-0.7%,4%,-0.58,1591
CS(=O)(=O)N1CCN(Cc2ccccc2C(F)(F)F)CC1,0%,0.8%,1.1,8%,1.0%,-1%,0.0%,0%,0.41,1148
COc1ccc(N2CCN(CCCNC(=O)C3CCC(CNc4nc(=S)[nH]c5ccccc45)CC3)CC2)cc1 (centres undefined),8%,0.7%,1,-5%,?,5%,-1.9%,7%,-0.03,1284
COc1cccc(CC(NC(C)=O)C(=O)NC2CCN(C(=O)c3ccc(Cl)cc3)CC2)c1OC (centres undefined),nt,nt,nt,-4%,0.0%,nt,-0.5%,11%,nt,nt
CCCc1cc(=O)oc2cc(OC3CCCCC3=O)ccc12 (centres undefined),nt,nt,nt,9%,2.1%,nt,-1.7%,18%,nt,nt
Cc1ccc(C)n1-c1cccc(S(=O)(=O)N2CCOCC2)c1,-13%,-0.4%,1.1,-1%,5.5%,-8%,-0.1%,-4%,0.33,1151
Cc1cc(-c2nnc(SCc3ccccn3)o2)no1,11%,-1.2%,1.1,-1%,0.9%,14%,-0.2%,25%,0.75,1149
Cn1cc(/C=C(\NC(=O)c2ccccc2)C(=O)NCCN2CCOCC2)c2ccccc21,nt,nt,nt,-5%,0.6%,nt,-0.1%,8%,nt,nt
CCC(=O)Nc1ccc(C2C(=O)c3ccccc3C2=O)cc1,nt,nt,nt,8%,0.7%,nt,-0.3%,0%,nt,nt
O=C(c1cc2cc(Cl)ccc2[nH]1)N1CCN(c2ccccc2F)CC1,nt,nt,nt,-6%,0.1%,nt,0.1%,5%,nt,nt
O=C(CN1CCN(C(=O)c2ccccc2)CC1)Nc1ccc(Br)cn1,16%,2.2%,1.1,3%,1.6%,5%,-0.1%,-8%,-0.13,1308
Cc1c(Cl)cccc1NC(=O)COC(=O)c1c2c(nc3ccccc13)CCN(Cc1ccccc1)C2,11%,2.8%,1.1,21%,5.5%,11%,0.2%,7%,-0.22,1222
O=c1c2c(nc3nc(Cc4ccccc4)[nH]n13)CCC2,0%,-3.3%,1,-12%,1.1%,-4%,0.2%,-2%,nt,nt
Oc1csc(Cc2nc(-c3ccc(-c4ccccc4)cc3)cs2)n1,-1%,-1.1%,1.1,3%,3.4%,12%,-0.9%,6%,0.19,1543
CCCOC(=O)c1c(N)sc(C(=O)OCC)c1C,2%,0.3%,1,1%,8.3%,6%,0.2%,1%,0.01,1252
CCOC(=O)CN1C(=O)N(CC(=O)OCC)C(c2ccccc2)(c2ccccc2)C1=O,nt,nt,nt,1%,0.9%,nt,-2.2%,-1%,nt,nt
COc1ccccc1NC(=S)NCc1ccc2c(c1)OCO2,7%,-3.7%,1.2,-6%,0.9%,5%,-0.3%,5%,-0.02,1376
COCc1cc(C)n(CC(=O)Nc2ccc(Cl)cc2Cl)c(=O)c1C#N,12%,-0.6%,1,-3%,1.9%,14%,0.0%,1%,0.08,839
CC1(C)CC(=O)C(C=NCCN2CCN(C(=O)NC34CC5CC(CC(C5)C3)C4)CC2)=C(O)C1,-2%,3.8%,1,11%,nt,-1%,0.1%,11%,nt,nt
CCCNC(=S)N1CC2(C)CN(C(=O)C(=O)OC)CC(C)(C1)C2=O,1%,-0.8%,1,-2%,1.2%,0%,0.3%,4%,1.9,1109
COC(=O)c1ccc(C)c(NC(=O)c2ccc(Cl)c([N+](=O)[O-])c2)c1,14%,10%,1.1,-3%,1.5%,8%,-0.6%,6%,0.27,1299
Cc1nc2ccccc2nc1OCC(=O)NCC(F)(F)F,-5%,-0.4%,1.1,4%,2.6%,5%,0.9%,6%,0.46,1326
COc1ccc(OC)c(C2/C(=C(/O)c3ccc(C)cc3)C(=O)C(=O)N2Cc2ccco2)c1 (centres undefined),-2%,-2.0%,1,-8%,-0.2%,-3%,-0.7%,17%,-0.34,1394
COc1cccc(-c2cc(C(=O)Nc3ccc4c(c3)OCO4)no2)c1,nt,nt,nt,-3%,2.9%,nt,-0.3%,8%,nt,nt
CCOc1ccc(NC(=O)CN(C)C(=O)C2CCCC2)cc1OCC,-4%,-1.1%,1.1,-1%,2.2%,-3%,-0.8%,12%,nt,nt
CN1CCN(/N=C/c2nc(-c3ccc(Cl)cc3)n3ccccc23)CC1,19%,-1.9%,1,-5%,2.2%,12%,1.0%,30%,-0.53,1535
